# Source: PubChem BioAssay (National Center for Advancing Translational Sciences (NCATS))
# FLuc inh = firefly luciferase inhibition | Potency, µM (titrated, usually from 57.1 µM), without a hit: at the top dose activity change, negative = inhibition, usual class: inhibitors | purified firefly luciferase, luminescence, 8 min | 2.2% of 72,000 active; note: potency is the fitted concentration of half-maximal effect; % is set by controls: 0 for no effect and ±100 for the full control effect; nearly all actives have a fitted effect of over 40% in size
#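 Inhibition of light generation by firefly luciferase from ATP and luciferin was profiled with concentration-response curves per sample, ATP held at 10 uM within the enzyme's linear range. Plates were read by luminescence after an 8-minute ambient incubation.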
# HBB splicing = alters splicing of the hemoglobin beta chain; Potency, µM (top dose mostly 46.1 µM), inactives show at the top dose activation, hits mostly activators; AID 925; 0.06% of 65,000 active; HBB splicing reporter cell assay, activation; EGFP reporter with mutant IVS2-654 intron; response scale: normalised to 500 nM splice-correcting PNA; note: potency is the fitted concentration of half-maximal effect; 0% is about no effect
#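 Compounds were applied for 2 days to HeLa EGFP-654 cells, 500/well in Optimem with 2% FCS. The reporter's EGFP is disrupted by mis-splicing of beta-globin intron IVS2-654. Readout: summed well GFP fluorescence from 488 nm laser scanning; reference was 500 nM antisense […] 654 PNA.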
# Hsp90 Hop PPI = changes Hsp90-Hop TPR2A binding signal, up or down. 0.44% of 71,000 active. Potency, µM (doses to about 57 µM), for the others: top-dose activity change, negative = inhibition. AlphaScreen TPR2A-His6 binding biotin-Hsp90 C-terminal peptide; active = well fitted curve in either direction with a large enough effect; inconclusive = small, poorly fitted or top-dose-only effect, or another doubt; note: potency is the fitted concentration of half-maximal effect; % is set by controls: 0 for no effect and ±100 for the full control effect; many of its hits are not listed in these tables
# TexasRed autofl = compound fluoresces in the Texas Red spectral region | max dye-equivalent concentration, M | Compound fluorescence, Texas Red channel, 547/618 nm; hits give high values | AID 587 | 0.06% of 59,000 active; in the data active = max dye-equivalent concentration above about 10 nM; inconclusive = between about 1.1 nM and that limit
#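 Texas Red-region profiling: compounds in 100 mM Tris pH 8.0 were read at 547/618 nm after 15 min at room temperature. Intensities were normalized against a six-point Texas Red standard series to give dye-equivalent concentration.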
# 15-hLO inh = blocks human 15-lipoxygenase activity. P16050. purified 15hLO-1, xylenol orange hydroperoxide absorbance. Potency, µM (doses to about 57.1 µM), inactives show top-dose activity change, negative = inhibition, usual class: inhibitors. 1.4% of 74,000 active. AID 887; note: potency is the fitted concentration of half-maximal effect; % is set by controls: 0 for no effect and ±100 for the full control effect; nearly all actives have a fitted effect of over 55% in size
#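 Hydroperoxide formed from arachidonic acid (50 uM) by purified human 15hLO-1 (40 nM) oxidizes ferrous iron, and the ferric-xylenol orange complex is read at 573 versus 405 nm. Compounds were preincubated 15 min; reaction ran 6 min at room temperature.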
# ERK AVP inh = blocks ERK signaling stimulated by vasopressin. HEK293-V1b, vasopressin-stimulated pERK AlphaScreen. Potency, µM (top dose mostly 57.5 µM), for the others: top-dose activity, negative = inhibition, most hits filed as inhibitors. 0.99% of 72,000 active; note: potency is the fitted concentration of half-maximal effect; % is set by controls: 0 for no effect and ±100 for the full control effect; nearly all actives have a fitted effect of over 55% in size
#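 Overnight-seeded V1b-HEK293 cells in 1% FBS got compound, then vasopressin (25 nM final, 5 min, 37C), then lysis buffer. AlphaScreen detection of phospho-ERK; activity normalized to basal and full-stimulation controls.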
# Tau filament bind = tau filament binding; P10636; recombinant tau filaments, thioflavin S fluorescence, 15 h; filaments grown with octadecylsulfate alongside compound; Potency, µM (top dose mostly 57.1 µM), for the others: top-dose activity change, negative = inhibition; 2% of 71,000 active; AID 596;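 note: potency is the fitted concentration of half-maximal effect; % is set by controls: 0 for no effect and ±100 for the full control effect; actives lower thioflavin S fluorescence by blocking filaments or displacing dye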
# Target sequence (P10636 whole entry, looked up): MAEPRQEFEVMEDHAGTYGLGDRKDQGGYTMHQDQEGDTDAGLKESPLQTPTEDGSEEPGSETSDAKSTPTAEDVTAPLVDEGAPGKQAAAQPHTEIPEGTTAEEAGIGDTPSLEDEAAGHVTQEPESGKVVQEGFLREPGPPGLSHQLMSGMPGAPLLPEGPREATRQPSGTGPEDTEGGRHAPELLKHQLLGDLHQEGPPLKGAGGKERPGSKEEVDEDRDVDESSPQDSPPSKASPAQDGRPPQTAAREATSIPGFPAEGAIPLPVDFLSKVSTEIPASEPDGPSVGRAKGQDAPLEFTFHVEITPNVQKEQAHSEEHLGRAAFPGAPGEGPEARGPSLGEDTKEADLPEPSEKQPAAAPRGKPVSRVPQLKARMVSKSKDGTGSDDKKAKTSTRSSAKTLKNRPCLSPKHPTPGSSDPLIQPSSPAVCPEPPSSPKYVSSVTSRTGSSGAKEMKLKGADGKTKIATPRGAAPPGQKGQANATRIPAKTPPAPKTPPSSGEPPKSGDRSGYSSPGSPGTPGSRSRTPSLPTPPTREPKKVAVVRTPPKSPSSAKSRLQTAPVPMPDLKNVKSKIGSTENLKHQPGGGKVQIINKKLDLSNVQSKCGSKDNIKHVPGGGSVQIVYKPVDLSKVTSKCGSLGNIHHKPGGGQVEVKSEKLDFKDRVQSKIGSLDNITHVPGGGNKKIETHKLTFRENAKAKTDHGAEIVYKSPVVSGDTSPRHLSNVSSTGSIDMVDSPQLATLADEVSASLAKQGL
#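 Tau 2 uM in ThS buffer dispensed; compound added; 60 uM ODS added (finals 1 uM tau, 30 uM ODS); 15 h 37 C; fluor ex450/em510.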
# Rhodamine autofl = compound autofluorescence in rhodamine spectral region; Rhodamine-region fluorescence, 547/598 nm, Tris buffer; hits give high values; max dye-equivalent concentration, M; 0.05% of 59,000 active; in the data active = max dye-equivalent concentration above about 11 nM; inconclusive = between about 1.1 nM and that limit
#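 Read-out is relative fluorescence at 547 nm excitation and 598 nm emission, expressed as dye-equivalent concentration using rhodamine standards on every plate. Each compound was profiled across a concentration series after 15 min in 100 mM Tris, pH 8.0.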
# DNA Pol III inh = inhibitors of bacterial DNA polymerase III holoenzyme; reconstituted DNA polymerase III holoenzyme replication, biochemical; Potency, µM (doses to about 57.1 µM), for inactives: at the top dose activity change, negative = inhibition; 0.25% of 71,000 active; AID 603; note: potency is the fitted concentration of half-maximal effect; % is set by controls: 0 for no effect and ±100 for the full control effect
#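 Reconstituted *E. coli* holoenzyme (0.35 nM Pol III, 1 nM beta, 154 nM SSB, 2 nM primase) was preincubated with compound for 15 min at RT. Synthesis on 1.4 nM ssM13Gori ran 35 min, then was stopped with PicoGreen/EDTA and read as dsDNA fluorescence.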
# CRE-bla Fsk = CRE-bla signaling modulation under forskolin stimulation; CHO CRE-bla reporter (cAMP response element driving beta-lactamase), forskolin EC10, beta-lactamase ratio; Potency, µM (top dose mostly 38.2 µM), for inactives: at the highest dose activity change, negative = inhibition, hits mostly activators; 2.5% of 71,000 active; active = well fitted activation curve with a large enough effect in the signal ratio, with a control signal flat, not every such curve was filed as active; inconclusive = small, poorly fitted or top-dose-only effect, or effect the other way, or a change in a side signal; the % refers to the signal ratio; note: potency is the fitted concentration of half-maximal effect; % of control where 0% means no effect
#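 Reporter-gene assay: CHO cells with beta-lactamase behind cAMP responsive elements, co-treated with compound and EC10 NKH 477 for 3 hours at 37 degrees Celsius. Activity came from the 460/530 nm CCF4 emission ratio.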
# HADH2 inh = inhibitors of human HADH2 dehydrogenase. recombinant HADH2, NADH fluorescence, beta-hydroxybutyryl-CoA. Q99714. Potency, µM (doses to about 57.1 µM), for the others: top-dose activity change, negative = inhibition, actives largely listed as inhibitors. 3.4% of 73,000 active; note: potency is the fitted concentration of half-maximal effect; % is set by controls: 0 for no effect and ±100 for the full control effect; nearly all actives have a fitted effect of over 60% in size; many of its hits are not listed in these tables
# Target sequence (Q99714 whole entry, looked up, one chain of several): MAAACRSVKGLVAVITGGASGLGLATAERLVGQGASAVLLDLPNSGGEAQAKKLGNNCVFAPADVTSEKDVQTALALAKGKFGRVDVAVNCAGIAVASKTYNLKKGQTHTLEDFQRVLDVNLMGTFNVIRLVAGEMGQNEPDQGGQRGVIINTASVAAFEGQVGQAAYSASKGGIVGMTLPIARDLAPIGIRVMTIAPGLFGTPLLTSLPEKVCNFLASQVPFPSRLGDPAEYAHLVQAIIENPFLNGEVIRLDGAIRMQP
#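 Read-out: 360 nm excitation, 450 nm emission, kinetic over 4 min. Conditions: His-tagged human HADH2 20 nM, pH 9.0 Tris with Tween-20, 1 mM NAD+, 90 uM beta-hydroxybutyryl-CoA.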
# An asterisk follows results filed as active; i = inactive; ? = inconclusive; / = no result given; [ ] = remark or other dose. Unless noted, calls come from the whole dose curve; as a rule, active = well fitted curve in the direction sought with a large enough effect; inconclusive = small, poorly fitted or top-dose-only effect, or another doubt; inactive = no such curve, though single readings can be large; an effect the other way counts as inactive or inconclusive. Only part of the results is shown; count on the stated rates, not on these rows.
mol	FLuc inh	HBB splicing	Hsp90 Hop PPI	TexasRed autofl	15-hLO inh	ERK AVP inh	Tau filament bind	Rhodamine autofl	DNA Pol III inh	CRE-bla Fsk	HADH2 inh
CN1CCN(c2ncc3nc(CCc4ccccc4)c(=O)n(CCc4ccccc4)c3n2)CC1	0%[11.4 µM]	5.3%	-3%	?	-11%	-18%	119%	i	-2%	?	33%[activator]
Cc1ccc(-c2nn(C)c(=O)c3ccccc23)cc1S(=O)(=O)NCCO	3%	2.4%	-5%	i	4%	?	-1%	i	-4%	10µM*	7%
Cc1noc(C)c1S(=O)(=O)Nc1ccc(C(=O)NCc2ccccc2)cc1	6%	-0.2%	-6%	i	8%	4%	7%	i	1%	-8%	4%
COC(=O)C1C(=O)C2=C(CC1C)NC(C)=C(C(=O)OC1CCCC1)C2c1ccc(N(C)C)cc1 (stereo not given)	2%	1.4%	-24%	i	?	-12%	-22%	i	-1%	15%	-1%
Cc1cccc(OCC(=O)N2CCN(C(=O)CCC3CCCC3)CC2)c1	3%	-0.4%	-1%	/	0%	8%	-10%	/	1%	4%	-4%
CCN(CCNC(=O)CCCn1nc(C)n2c(cc3sccc32)c1=O)c1ccccc1	1%	-0.4%	-3%	/	-12%	-25%	49%	/	-2%	?	-2%
CC(C)NC(=O)N1CCC2(CC1)CCN(C(=O)c1cccc(F)c1)CC2	2%[11.4 µM]	3.6%	-4%	i	4%	1%	10%	i	-4%	-4%	1%
CN(c1ccc(C(=O)NC2CC2)cc1)S(=O)(=O)c1ccccc1	0%	2.0%	-3%	?	5%	5%	2%	i	-3%	2%	4%
COc1ccc2nc3c(cc2c1)c(NC(=O)c1cccs1)nn3CC(C)C	13µM*	-3.0%[0.369 µM]	25µM*	?	-18%	73%[activator]	116%	i	2%	?	-7%
c1ccc(-n2ncc3c2ncn2nc(-c4ccco4)nc32)cc1	?	-0.7%[0.369 µM]	-5%	i	6%	-16%	?	i	0%	?	0%
Cc1ccc(C(C(=O)NC2CCCCC2)N2CCCC2)cc1 (stereo not given)	-1%	-1.0%	4%	i	-4%	11%	-29%	i	0%	-26%	4%
O=C(Cc1ccccc1)Nc1ccc2oc(-c3ccncc3)nc2c1	-1%	/	-2%	i	-23%	8%	?	i	?	12%	74%[activator]
CCOC(=O)CNC(=O)CSc1nc(N(C)C)nc(N2CCOCC2)n1	-3%	-0.4%	-2%	i	5%	-8%	-6%	i	-1%	?	4%
CC(=O)c1cccc(NC(=O)NC(C)c2ccncc2)c1 (stereo not given)	2%	8.6%	-4%	i	11%	-29%	5%	i	-2%	-4%	-8%
O=C(Cn1nnc2ccccc2c1=O)Nc1cc(C(F)(F)F)ccc1N1CCOCC1	4%	0.2%	-1%	i	2%	7%	-24%	i	-6%	?	1%
CC1(C)CC(=O)C(C=NC2CC(C)(C)NC(C)(C)C2)=C(O)C1	1%	-0.6%	1%	/	2%	-10%	16%	/	4%	7%	-1%
Cc1ccc(NS(=O)(=O)c2ccc(C(=O)N3CCCN(C)CC3)cc2)cc1	-4%	0.0%[57.5 µM]	-1%	i	-1%	14%	6%	i	-3%	6%	-5%
CC(=O)NCCNc1ncnc2ccc(-c3cccc(NS(C)(=O)=O)c3)cc12	0%[2.29 µM]	-1.0%	-9%	i	15%	-14%	1%	i	-7%	6%	4%
Cc1ccccc1-c1cc(NCc2cccnc2)ncn1	-2%[2.29 µM]	1.9%	0%	i	20%	-9%	-2%	i	-2%	3%	1%
CCOc1ccccc1NC(=O)CSc1nnc2c(CC)c(C)nc(N)n12	0%	/	0%	i	2%	-9%	2%	i	0%	9%	18%
CSc1cccc(NC(=O)CN(c2cc(C)ccc2C)S(C)(=O)=O)c1	0%	0.1%[9.22 µM]	1%	/	-20%	14%	-17%	/	0%	0%	-5%
Cc1cccc(-n2c(Cc3cc(=O)[nH]c(=O)[nH]3)nnc2SCC(=O)NCC2CCCO2)c1 (stereo not given)	4%	0.6%	1%[2.3 µM]	/	8%	7%	-5%	/	-2%	-5%	-1%
CC(Oc1ccccc1Cl)C(=O)N(Cc1ccco1)C1CCS(=O)(=O)C1 (stereo not given)	0%	0.9%[0.369 µM]	-2%	i	-6%	-27%	-16%	i	-4%	-18%	4%
O=C(O)CSc1nnc2c3ccccc3c3ccccc3c2n1	4%[11.4 µM]	5.7%[9.22 µM]	-2%[11 µM]	i	2%[11.4 µM]	-20%[11.5 µM]	-4%[11.4 µM]	i	-9%[11.4 µM]	?	0%[11.4 µM]
COc1ccc(NC(=O)CN2CCC(NC(=O)C3CCCCC3)CC2)cc1	1%	/	2%	i	-5%	-13%	-5%	i	-2%	-3%	5%

# Remaining list, next part:
mol	FLuc inh	HBB splicing	Hsp90 Hop PPI	TexasRed autofl	15-hLO inh	ERK AVP inh	Tau filament bind	Rhodamine autofl	DNA Pol III inh	CRE-bla Fsk	HADH2 inh
Cc1c(Cl)cccc1N(CC(=O)NC1CCCCC1)S(C)(=O)=O	2%	-0.3%[0.0738 µM]	-4%[11 µM]	/	-5%[11.4 µM]	-8%	0%[11.4 µM]	/	1%[11.4 µM]	?	-3%[11.4 µM]
CC(=O)n1nc(-c2ccco2)nc1N	-10%	-5.9%	?	i	-17%	?	2%	i	?	?	-23%
CCn1c2ccccc2c2nnc(SCC(=O)N3CC(C)OC(C)C3)nc21 (stereo not given)	-1%	0.2%[57.5 µM]	-4%	i	-11%	?	-23%	i	-8%	10µM*	-19%
O=C(CNS(=O)(=O)c1cccs1)N1CCN(c2ccccn2)CC1	0%	0.0%	-4%	i	-5%	14%	-6%	i	-5%	-18%	-9%
COC(=O)C1=[N+]([O-])OC(C(=O)OC)C1c1c[nH]c2ccccc12 (stereo not given)	1%	-2.5%	-17%	i	-3%	-25%	8%	i	-2%	?	?
COC(=O)[C@H](Cc1ccccc1)NC(=O)[C@@]1(C)C[C@@H]1[C@@H](NC(=O)OCc1ccccc1)c1ccccc1	/	-0.7%	1%	/	2%	-7%	14%	/	0%	-10%	-1%
CCS(=O)(=O)c1ccc2oc(Nc3ccccc3C)nc2c1	?	0.6%[57.5 µM]	1%	i	6%	17%	9%	i	?	8%	0%
Cc1cccn2c(=O)c3cc(C#N)c(=N)n(Cc4cccnc4)c3nc12	1%	0.0%[57.5 µM]	-4%	i	20%	-11%	25%	i	-3%	8%	19%
O=C(COC(=O)c1ccc2c(c1)OCO2)NCc1ccc(Cl)cc1	2%	-2.1%	0%	i	-2%	-6%	-20%	i	4%	?	-2%
Cc1cc(NC(=O)CCC(=O)N(Cc2ccco2)C2(C(=O)NC3CCCCC3)CCN(C)CC2)no1	0%	/	-4%	i	-7%	-12%	0%	i	0%	-5%	9%
CC(=O)c1c(C)[nH]c(C(=O)OCC(=O)Nc2cc(C)on2)c1C	1%	-6.0%	-1%	i	5%	?	2%	i	-5%	-7%	11%
O=C(c1ccccc1)N1CCN(c2ccc(Cl)cc2)CC1	1%	-0.4%	-5%	/	-6%	-9%	19%	/	6%	11%	-5%
CCOC(=O)C1=C(N)OC2=C(C(=O)CC(C)(C)C2)C1c1cccnc1 (stereo not given)	-29%	-2.0%	0%	i	-2%	2%	2%	i	-8%	-4%	5%
COc1ncc2nc(-c3ccc(F)cc3)c(=O)n(C[C@H]3CCCO3)c2n1	0%[11.4 µM]	0.4%	-4%	i	-13%	-8%	-1%	i	-8%	?	25µM*
O=C(Oc1ccc2c(c1)OCO2)c1ccncc1	-1%	-0.5%	-3%	i	3%	-12%	6%	i	-7%	?	0%
COc1cc2c(cc1OC)C(C(=O)Nc1ccc3c(c1)OCCO3)C1c3ccccc3CCN1C2=O (stereo not given)	-1%	-4.9%	-2%	i	0%	3%	11%	i	0%	2%	-5%
O=C(CSc1nccn1-c1ccc(F)cc1)Nc1ccc2c(c1)OCO2	-2%	-1.5%	-14%	i	20%	9%	0%	i	10%	3%	-5%
CC(=O)NC(CCS(C)(=O)=O)C(=O)Nc1c(C)cccc1C (stereo not given)	3%	0.0%	-2%	/	1%	/	-17%	/	-4%	2%	5%
O=C(Oc1ccc2c(c1)CCC2)N1CCOCC1	-5%	-0.8%	-2%	?	17%	-8%	4%	i	-3%	3%	10%
CCOc1ccc(Cc2nn[nH]n2)cc1	2%	/	1%	i	11%	-2%	11%	i	-4%	-7%	3%
Cc1ccccc1OCCN1C(=O)NC2(CCc3ccccc32)C1=O (stereo not given)	3%	-2.7%[57.5 µM]	-1%	i	-8%	2%	-4%	i	8%	-7%	?
